# CHT PAM: CHT positive allosteric modulators, primary screen, cell-based, membrane potential dye, choline EC20 | High affinity choline transporter 1 (Homo sapiens), Q9GZV3 | actives 0.49% (n = 310,000) | B-score at 10 µM | CHT-expressing cells; hits give high values; LV-AA mutant CHT in HEK293 cells;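 active means initial fluorescence not abnormally high and integrated response B-score, plate-corrected, over 3 SD above library mean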
# Target sequence (Q9GZV3 whole entry, looked up): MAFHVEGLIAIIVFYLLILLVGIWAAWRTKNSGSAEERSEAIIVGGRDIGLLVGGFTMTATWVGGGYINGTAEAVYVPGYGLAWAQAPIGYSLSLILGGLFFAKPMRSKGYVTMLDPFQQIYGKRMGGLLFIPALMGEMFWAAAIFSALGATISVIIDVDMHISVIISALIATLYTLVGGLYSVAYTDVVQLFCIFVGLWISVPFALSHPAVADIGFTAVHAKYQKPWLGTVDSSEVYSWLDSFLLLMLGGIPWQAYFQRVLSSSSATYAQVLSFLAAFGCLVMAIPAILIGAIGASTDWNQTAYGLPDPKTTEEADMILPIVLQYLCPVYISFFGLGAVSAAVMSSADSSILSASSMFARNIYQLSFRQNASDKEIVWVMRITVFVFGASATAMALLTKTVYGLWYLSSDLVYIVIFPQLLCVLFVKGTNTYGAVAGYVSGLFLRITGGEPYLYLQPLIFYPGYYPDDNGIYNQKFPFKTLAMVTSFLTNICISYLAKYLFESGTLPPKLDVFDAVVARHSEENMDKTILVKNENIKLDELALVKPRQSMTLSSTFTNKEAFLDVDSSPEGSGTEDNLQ
# OX1R antagonist: OX1R (HCRTR1) antagonists, primary screen, fluorescence, CHO/OX1R cells, Fluo-8 calcium, orexin A. Orexin/Hypocretin receptor type 1 (Homo sapiens), O43613. Fluo-8 calcium fluorescence. inhibition, % at 5 µM. actives 0.43% (n = 330,000). AID 434989, 2010;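 active means inhibition above its plate's threshold, mean inhibition of all tested compounds on the plate plus 3 SD, cut at about 37% in these data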;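 further: 0% = orexin A challenge wells and 100% = SB-334867-A antagonist wells; not every result past the cut was called active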
# Target sequence (O43613 whole entry, looked up): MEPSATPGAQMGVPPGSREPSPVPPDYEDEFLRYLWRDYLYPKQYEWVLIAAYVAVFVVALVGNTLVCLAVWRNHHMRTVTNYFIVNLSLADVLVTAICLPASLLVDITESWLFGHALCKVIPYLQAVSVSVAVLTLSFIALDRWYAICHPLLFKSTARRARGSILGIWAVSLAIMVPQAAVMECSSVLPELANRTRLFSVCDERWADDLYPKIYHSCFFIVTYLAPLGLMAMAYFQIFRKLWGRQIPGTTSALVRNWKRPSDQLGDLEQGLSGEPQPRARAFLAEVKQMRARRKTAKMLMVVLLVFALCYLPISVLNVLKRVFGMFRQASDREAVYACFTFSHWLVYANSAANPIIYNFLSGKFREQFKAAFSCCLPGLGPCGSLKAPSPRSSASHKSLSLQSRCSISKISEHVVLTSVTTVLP
# * hit, by the source's call; i = inactive; . = not tested or not shown.
SMILES,CHT PAM,OX1R antagonist
Cc1cccc(C)c1NC(=O)CN(C)CC(=O)Nc1ccccc1Oc1ccccc1,i,-10
Cc1ccc(CNC(=O)CCS(=O)(=O)Cc2ccc(C)cc2)cc1,i,-10
CCOC(=O)N1CCN(S(=O)(=O)c2cc(Cl)ccc2Cl)CC1,i,-20
Cc1[nH]c2ccccc2c1C(=O)CN1CCN(C/C=C/c2ccccc2)CC1,i,-4
CCN(CC)S(=O)(=O)c1ccc(/C=C/C(=O)Nc2ccc(F)cc2F)cc1,i,-7
CCOc1cc(CN2CCC(n3nccc3NC(=O)C3CC3)CC2)ccc1O,i,-14
Cc1ccc2nc(NCc3ccco3)c(C=NCc3ccco3)c(=O)n2c1,i,-12
COCCN(C(=O)CSc1n[nH]c(-c2ccccc2)n1)c1c(N)n(CC(C)C)c(=O)[nH]c1=O,i,-16
CC(C)=N/N=C1\NC(=O)C(C)S1 (configuration not stated),i,-12
CC(C)Cn1cc(C(=O)NCCCN2CCC(C)CC2)c2c3ccccc3n(C)c2c1=O,i,-29
CCN(CC(=O)NCc1ccc(Cl)cc1)C(=O)CCC(=O)c1ccc(C)cc1,i,-37
COCCSc1nc(N)c(NC(=O)c2ccco2)c(=O)[nH]1,i,6
CCOc1ccc2[nH]c(=O)c(C(c3nnnn3Cc3ccco3)N3CCCC(C)C3)cc2c1 (configuration not stated),i,-33
CCn1c2ccccc2c2cc(NC(=O)c3ccco3)ccc21,i,18
CCOC(=O)c1cnc(-n2cc(C)cn2)nc1Nc1ccccc1OC,i,-32
CCC(=O)OC1(C)C(=O)C2=COC(c3ccc(OC)cc3)=CC2=C(Br)C1=O (configuration not stated),i,-18
COc1ccccc1NC(=O)C1=C(C)Nc2ncnn2C1c1ccc(C)o1 (configuration not stated),i,-28
O=C(NC(O)C(=O)c1ccccc1)c1ccccn1 (configuration not stated),i,2
CN(C)c1ccc(C2C3CCCc4ccccc4C3=NN2C)cc1 (configuration not stated),i,-32
CCC(C(=O)OC)n1cnc2c(nnn2-c2cccc(OC)c2)c1=O (configuration not stated),i,10
Cc1ccc(C(c2c(C)n(C)n(-c3ccccc3)c2=O)c2c(C)n(C)n(-c3ccccc3)c2=O)s1,i,-23
CCc1ccccc1NC(=O)c1cnc2n(c1=O)CCS2,i,-16
COc1ccccc1NS(=O)(=O)c1cccc(C(=O)NN)c1,i,-12
NC(=O)c1cc[n+](CC(=O)NC(=O)Nc2ccccc2)cc1,.,-8
CCN(CC)c1ccc(/C=N/Nc2nc(C)cc(C)n2)c(O)c1,i,-16
Cc1cccc2c1Sc1ccc(Cl)cc1CC2N1CCNCC1 (configuration not stated),i,1
CCOC(=O)c1nnc(-c2ccccc2)nc1Oc1ccccc1Cl,i,-10
O=C(CN1CCN(c2ccc(O)cc2)CC1)Nc1cc(S(=O)(=O)N2CCCCC2)ccc1Cl,i,-17
Cc1cccc(NC(=S)N2CCn3cccc3C2c2cccnc2)c1 (configuration not stated),i,-37
CCn1c(NC(=O)c2nn(C)cc2Br)nc2ccccc21,i,2
COc1ccc2[nH]c3c(c2c1)CCN1C(=O)C(CC(=O)NCc2cccc(C(F)(F)F)c2)C[C@H](C(=O)N(C(C)C)C(C)C)[C@@]31C (some centres not stated),.,-18
Cc1ccc(-n2ccnc2SCC(=O)c2c(N)n(C3CC3)c(=O)[nH]c2=O)cc1C,.,-7
Cc1occc1C(=O)Nc1ccccc1C#N,i,-6
O=C(Nc1ccccc1)OCc1cn(-c2ccc(Cl)cc2)nn1,i,7
CCS(=O)(=O)C1=NSC2=NC(=O)/C(=C\c3ccc(OC(=O)c4ccco4)cc3)C(=N)N21,i,-12
CC1(c2nnc(Cc3ccccc3)o2)CC(c2ccc(C#N)cc2)=NO1 (configuration not stated),i,-16
Cc1cccc(NC(=O)CSc2nc3[nH]c(=O)cc(O)c3s2)c1,.,16
CCOC(=O)CNC(=S)N(Cc1ccccc1)Cc1cccs1,i,-29
Cn1c(=O)c(C(=O)NCc2ccccc2)c(O)c2ccccc21,i,-10
COc1ccc(N2CCN(C(CNS(=O)(=O)c3ccccc3)c3ccccc3)CC2)cc1 (configuration not stated),i,-32
O=C(NC(=S)Nc1ncc(Br)cc1Br)c1ccccc1,i,-15
N#C/C(=C(/O)COC(=O)c1ccc(O)cc1)c1nc2ccccc2[nH]1,i,-7
Cc1cc2ccccc2n1CCNC(=O)COc1ccccc1,i,-9
Fc1cc(F)cc(Nc2nc(Cl)nc(NC3CCCC3)n2)c1,.,6
C/C(=N/NC(=O)CNc1ccc(C)cc1)c1ccc(Br)s1,i,-15
O=C(OCC(=O)c1ccc(Cl)cc1Cl)c1ccccn1,.,-19
c1c(CC2CCCC2)nnn1C[C@H]1CC[C@@H]([C@@H]2CC[C@H](Cn3cc(CC4CCCC4)nn3)O2)O1,i,-24
Cc1cc(C)n2c(-c3ccccc3Cl)nnc2n1,i,-16
COC(=O)c1cn(-c2ccccc2)c(=O)c2ccccc12,i,-22
CN(C)S(=O)(=O)c1cccc2c1C(=O)c1ccccc1C2=O,i,-14

# Reformatted with each value named: 3 of the compounds above
> CC1(c2nnc(Cc3ccccc3)o2)CC(c2ccc(C#N)cc2)=NO1 (configuration not stated)
  CHT PAM: i
  OX1R antagonist: -16

> Cc1cccc(NC(=O)CSc2nc3[nH]c(=O)cc(O)c3s2)c1
  CHT PAM: .
  OX1R antagonist: 16

> CCOC(=O)CNC(=S)N(Cc1ccccc1)Cc1cccs1
  CHT PAM: i
  OX1R antagonist: -29

# Later entries
SMILES,CHT PAM,OX1R antagonist
CCOC(=O)c1cc(-c2c(Cl)cccc2Cl)no1,i,-22
Fc1ccc(-c2cnn3c(-c4ccncc4)ccnc23)cc1,i,0
Cc1nc(C2COc3ccccc3O2)sc1C(=O)O (configuration not stated),i,-6
CNc1ccc(Br)cc(C(=O)/C=C/c2ccc(OC)cc2OC)c1=O,i,0
Cc1nn(CCCC(=O)Nc2ccccn2)c(C)c1[N+](=O)[O-],i,-29
CCOC(=O)N1CCC(O)(c2cc(C)c(C)cc2C)CC1,i,-18
Cc1ccc(S(=O)(=O)N2CCCCC2)cc1C(=O)NCC1CCCO1 (configuration not stated),i,-5
O=C(N/N=C/c1ccc(-c2ccccc2[N+](=O)[O-])o1)c1cccnc1,i,-18
CCSc1nc2c(c(=O)[nH]1)C(c1cccnc1)C(C(=O)OC(C)C)=C(C)N2 (configuration not stated),i,-14
O=S(=O)(NC1CC1)c1ccccc1,i,-21
NC(=S)Nc1ccc(Cl)cc1Cl,i,1
Cc1[nH]n(-c2ccccc2)c(=O)c1C=NCCc1ccccc1,i,1
CC(=O)c1nn(-c2ccc(Cl)cc2)c(=O)[nH]c1=O,i,-5
O=C(CCN1C(=O)/C(=C/c2ccccc2Cl)SC1=S)NC1=NCCS1,i,-3
Cc1ccc(C)c(S(=O)(=O)N2CCN(C(=O)c3cc(-c4cccs4)nn3-c3ccccc3)CC2)c1,i,-12
Cc1ccccc1NC(=S)NC(=O)c1cncc(Br)c1,i,-17
Cc1cc(OCC(=O)NCC(O)c2ccccc2)c2c(C)cc(=O)oc2c1 (configuration not stated),i,2
NC(=O)c1cccc(-c2cccc(OC(=O)NC3CCCCC3)c2)c1,i,10
CCN(CC)C(=O)CN(C#N)c1nc(C)cc(C)n1,i,-2
CC(C)N(C)Cc1nnnn1CC(=O)N(C)Cc1cccc(Cl)c1,i,-16

# By substructure: the compounds so far containing a nitro group on carbon.
SMILES,CHT PAM,OX1R antagonist
Cc1nn(CCCC(=O)Nc2ccccn2)c(C)c1[N+](=O)[O-],i,-29
O=C(N/N=C/c1ccc(-c2ccccc2[N+](=O)[O-])o1)c1cccnc1,i,-18

# More entries
SMILES,CHT PAM,OX1R antagonist
COc1ccc(/C=C2\SC(=NCc3ccccc3)NC2=O)cc1,i,-27
c1ccc(Cc2cc(-c3ccccc3)on2)cc1,i,-11
Cc1ccc2nc(-c3ccncc3)cc(-c3ccccc3)c2c1,i,-34
CCN(CC)c1ccc(CNc2nc3ccccc3n2C)cc1,i,-18
Cc1nnc2ccc(-c3cccc(NS(C)(=O)=O)c3)nn12,i,-6
CC(C)c1ccccc1-n1c(SCc2cc(=O)oc3ccc4ccccc4c23)nnc1-c1cccnc1,i,-5
CCOC(=O)Cn1c(=N)n(CCOc2ccc(F)cc2)c2ccccc21,i,-5
COc1ccc(CN2CCCCC2c2cccnc2)c(OC)c1C (configuration not stated),i,-26
COc1ccccc1NC(=O)c1ccc(NC(=O)CSc2nncn2C)cc1,i,-33
COc1ccc2nc(Nc3nc(CSc4nc5ccccc5s4)cc(=O)[nH]3)nc(C)c2c1,i,-23
COc1ccc(CN(C(=O)c2ccc(CN3CCOCC3)o2)C(C(=O)NCC2CCCO2)c2ccc(F)cc2)cc1 (configuration not stated),i,-27
CCn1c2ccccc2c(=O)c2ccccc21,i,-10
COc1ccc2nc(NC(=O)c3ccccc3-c3ccccc3C(=O)O)sc2c1,i,3
CCOc1cc(/C=N\NC(=O)Cc2ccccc2)ccc1OCC(=O)Nc1ccc(C)c(C)c1,i,-16
CC12CC3CC(C)(C1)CC(CN1CCOCC1)(C3)C2,i,-4
CC1CCc2nn(CC(=O)NC3CCCC3)cc2C1 (configuration not stated),i,-9
COC(=O)[C@H](CC(C)C)NC(=O)NC1CCCc2ccccc21 (some centres not stated),i,44
CCOc1ccc(N(CC(=O)Nc2ccccc2OCC)S(=O)(=O)c2c(C)noc2C)cc1,i,-19
NC(=O)[C@H]1CC2(CC(c3cccc(NC(=O)[C@H]4CCC(=O)N4)c3)=NO2)CN1C(=O)c1ccccc1C(=O)c1ccccc1 (some centres not stated),i,6
O=C(COc1ccccc1)NC(=S)Nc1ccc2c(c1)Cc1ccccc1-2,i,-7
O=C(Nc1ccc(S(=O)(=O)Nc2ncccn2)cc1)c1nn(Cc2ccccc2)c(=O)c2ccccc12,i,-29
CCC(=O)c1ccc(OCC(O)CN2CCCCC2)cc1 (configuration not stated),i,-1
O=C(NC(=O)c1ccccc1)Nc1ccc(Cl)cn1,i,-15
CC(C)N1CCC(N2CCN(C/C=C/c3ccccc3)CC2CCO)CC1 (configuration not stated),i,-17
COc1ccc2oc(=Nc3cc(F)ccc3F)c(C(N)=O)cc2c1,i,27
CC[C@@H](C)C(NC(=O)OC(C)(C)C)c1cn([C@@H](CCCCNC(=O)OC(C)(C)C)C(=O)N2CCN(C(=O)OC(C)(C)C)CC2)nn1 (some centres not stated),i,-31
Cc1ccc(-c2cc(N)n3nc(-c4ccc(C)cc4)cc3n2)cc1,i,-16
COc1ccc(CCNC(=O)c2cc3c(=O)n4cccc(C)c4nc3n(CC3CCCO3)c2=N)cc1 (configuration not stated),i,-25
Cc1cc(S(=O)(=O)NCc2ccccc2)ccc1OCC(=O)NCc1ccncc1,i,-6
COc1cccc(N2CCN(c3ccc4nnc(CCC(=O)Nc5ccc(OC)c(OC)c5)n4n3)CC2)c1,i,-34
CC(Oc1ccc(Br)cc1)C(=O)NNC(=O)CCN1CCN(c2ccccc2)CC1 (configuration not stated),i,-38
Cc1cc(C(=O)NNC(=O)c2ccc(S(=O)(=O)N(C)C)cc2)c(C)o1,i,-10
CCOc1cc(CNCCCN2CCOCC2)cc(Br)c1OCC(=O)Nc1cccc(C(F)(F)F)c1,i,-15
COc1ccc(N(CC(=O)N2CC=C(c3ccccc3)CC2)S(=O)(=O)c2c(C)noc2C)cc1,i,-29
Cc1ccc(S(=O)(=O)N(CC(=O)N2CCOCC2)c2ccc(Br)cc2)cc1,i,-21
COc1ccc(NC(=O)CCNC(=O)C2CCN(S(=O)(=O)c3ccc(F)cc3)CC2)cc1OC,i,-5
Cc1cccc(C(=O)Nc2ccc(Oc3cnccn3)cc2)c1,i,-15
O=C(CSc1nc2c(c(=O)n1-c1ccc(F)cc1)SCC2)Nc1ccc2c(c1)OCO2,i,-16
COC(=O)c1ccc(NC(=O)C2CCN(C(=O)c3cc(OC)c(OC)c(OC)c3)CC2)cc1,i,-14
COc1ccc(C(=O)Nc2cc(Cl)ccc2C(=O)O)cc1,i,1

# Overlap with the part before: seven entries, then new ones.
SMILES,CHT PAM,OX1R antagonist
COc1ccc(N(CC(=O)N2CC=C(c3ccccc3)CC2)S(=O)(=O)c2c(C)noc2C)cc1,i,-29
Cc1ccc(S(=O)(=O)N(CC(=O)N2CCOCC2)c2ccc(Br)cc2)cc1,i,-21
COc1ccc(NC(=O)CCNC(=O)C2CCN(S(=O)(=O)c3ccc(F)cc3)CC2)cc1OC,i,-5
Cc1cccc(C(=O)Nc2ccc(Oc3cnccn3)cc2)c1,i,-15
O=C(CSc1nc2c(c(=O)n1-c1ccc(F)cc1)SCC2)Nc1ccc2c(c1)OCO2,i,-16
COC(=O)c1ccc(NC(=O)C2CCN(C(=O)c3cc(OC)c(OC)c(OC)c3)CC2)cc1,i,-14
COc1ccc(C(=O)Nc2cc(Cl)ccc2C(=O)O)cc1,i,1
Cc1occc1C(=O)NNC(=O)Nc1ccc(F)cc1F,i,1
CCCCC(=O)Nc1ccc(C(=O)Nc2cccnc2)cc1,i,-22
COc1ccccc1NC(=O)CN1C(=O)C(C)Oc2ccccc21 (configuration not stated),i,-6
O=S(=O)(NCCN1CCN(S(=O)(=O)c2ccccc2F)CC1)c1ccccc1F,.,-6
CCc1cc2c(=O)n(CC(=O)NCCc3ccc(OC)c(OC)c3)cnc2s1,i,-33
Cc1cccc(NC(=O)NC(=S)NC(=O)c2ccccc2)c1,i,-26
Cc1ccc(OCC(=O)Nc2sc3c(c2C#N)CC(C)(C)NC3(C)C)cc1,i,-19
Cc1ccc(N(CC(=O)NCC2CCCO2)C(=O)Cn2nnc(-c3cccs3)n2)cc1 (configuration not stated),i,-21
COc1cc(/C=N/NC(=O)C(=O)NCc2ccco2)cc(Br)c1O,i,-33
CC(O)Cc1nsc(NC(=O)c2cccs2)n1 (configuration not stated),i,-4
CCOc1cccc(C(=O)NC(=S)NCc2cccnc2)c1,i,-34
CC1C(=O)N2CCCc3cc(S(=O)(=O)N(C)Cc4ccccc4)cc1c32 (configuration not stated),i,-32

# High-throughput results (PubChem BioAssay)
